Assay outcomes as filed in PubChem.
HePTP inhibitor – inhibitors of human HePTP phosphatase | P35236 | recombinant HePTP phosphatase activity, OD absorbance | inhibition, % at 20 µM | 0.64% of 110,000 active; in the data active = inhibition above about 50%;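 also: plate controls were vehicle for no effect and reference inhibitor for full effect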
Target sequence (P35236 whole entry, looked up): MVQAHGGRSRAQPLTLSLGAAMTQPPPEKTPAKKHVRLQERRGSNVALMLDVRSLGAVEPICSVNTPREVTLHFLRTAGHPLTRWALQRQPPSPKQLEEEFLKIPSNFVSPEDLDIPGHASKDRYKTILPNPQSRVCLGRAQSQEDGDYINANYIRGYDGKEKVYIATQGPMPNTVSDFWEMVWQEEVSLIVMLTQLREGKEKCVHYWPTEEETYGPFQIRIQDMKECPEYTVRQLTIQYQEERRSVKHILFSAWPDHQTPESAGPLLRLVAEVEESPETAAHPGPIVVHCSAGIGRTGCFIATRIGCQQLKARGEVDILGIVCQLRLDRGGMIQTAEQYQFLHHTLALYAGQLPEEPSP
BAP1 inh – blocks human BAP1 ubiquitin-AMC hydrolysis | Q92560 | activity remaining (% of control), % at 20 µM | recombinant BAP1, Ub-AMC hydrolysis fluorescence kinetic; stronger effect = lower value | 0.48% of 72,000 active;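 active = activity remaining at or below 50% of control, provided the compound also passes the data quality filters; inactive = the rest, including low values that fail the filters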;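 also: 100% = DMSO wells rate and 0% = substrate alone blank rate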
Target sequence (Q92560 whole entry, looked up): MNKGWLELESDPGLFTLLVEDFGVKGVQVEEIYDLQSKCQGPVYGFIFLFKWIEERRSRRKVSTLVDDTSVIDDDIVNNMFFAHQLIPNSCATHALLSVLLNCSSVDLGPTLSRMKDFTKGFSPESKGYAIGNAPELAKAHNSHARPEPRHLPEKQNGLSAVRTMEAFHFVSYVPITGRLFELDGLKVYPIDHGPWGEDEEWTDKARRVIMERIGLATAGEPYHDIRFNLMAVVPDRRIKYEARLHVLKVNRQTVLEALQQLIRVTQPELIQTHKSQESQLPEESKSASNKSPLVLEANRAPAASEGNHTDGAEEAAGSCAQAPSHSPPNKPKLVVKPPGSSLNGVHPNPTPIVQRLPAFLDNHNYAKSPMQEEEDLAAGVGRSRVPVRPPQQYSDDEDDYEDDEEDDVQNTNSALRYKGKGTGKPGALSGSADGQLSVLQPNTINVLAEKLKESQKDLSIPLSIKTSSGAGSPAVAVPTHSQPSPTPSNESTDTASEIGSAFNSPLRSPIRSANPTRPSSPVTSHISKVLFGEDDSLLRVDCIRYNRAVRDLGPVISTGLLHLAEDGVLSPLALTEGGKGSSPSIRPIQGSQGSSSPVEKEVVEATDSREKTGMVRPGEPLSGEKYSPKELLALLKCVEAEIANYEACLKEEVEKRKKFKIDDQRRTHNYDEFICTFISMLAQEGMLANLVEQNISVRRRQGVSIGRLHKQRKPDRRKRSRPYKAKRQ
Active calls of the source: *; . = no result given; & = joins results of further samples.

SMILES	HePTP inhibitor	BAP1 inh
O=C(CN1C(=O)C2C3C=CC(C3)C2C1=O)NCCc1ccccc1Cl (stereo unspecified)	6.8	101.7
S=c1[nH]nc(-c2ccc(Cl)cc2Cl)n1-c1ccccc1	3.1	.
COc1ccccc1N1CCN(/N=C/C=C\c2ccco2)CC1	-5.2	.
CC(C)(C)c1ccc(S(=O)(=O)N/N=C/C=C/c2ccco2)cc1	23.6	.
CCOc1ccc2c(c1)c1nnc(SCC(=O)N3CCCCC3C)nc1n2C (stereo unspecified)	9.1	112.9
COc1ccccc1C(=O)N1CCC(C(=O)c2ccc(F)cc2)CC1	8.8	95.5
CN1/C(=C\C(=O)COC(=O)Cn2nnc(-c3ccccc3)n2)C(C)(C)c2ccccc21	7.7	.
N#Cc1nc(-c2ccc(F)cc2)oc1N1CCCC1	3.5	.
CC1=C(C(=O)OCC2CCCO2)C(c2ccc(Cl)c(Cl)c2)NC(=O)N1 (stereo unspecified)	3.0	.
C=C(Br)Cn1c(CC(C)C)nc2ccccc21	10.2	103.2
c1ccc(CCc2nn3c(Cn4nnc5ccccc54)nnc3s2)cc1	-4.3	.
COC(=O)n1c(=O)oc2ccccc21	12.8	102.1
COc1ccccc1NCn1nnc2ccccc21	-1.5	.
CCCCOC(=O)c1cccc(NC(=O)CCC(=O)O)c1	11.7	93.0
CS(=O)(=O)N(CC(=O)O)c1cc(Cl)cc(Cl)c1	9.5&-1.3	92.0
O=C(NN1C(=O)/C(=C/c2cccc(O)c2)SC1=S)c1ccccc1O	1.7	.
c1ccc2c(c1)[nH]c1nc(SCCN3CCOCC3)nnc12	-4.0	92.6
CCOc1ccccc1NC(=O)C(=O)NCc1ccncc1	5.4	.
O=C(c1ccc(Cl)cc1)N1CCC(Cc2ccccc2)CC1	16.2	.
O=C1C2ON(c3ccccc3)C(c3ccccc3F)C2C(=O)N1c1ccccc1 (stereo unspecified)	-5.4	81.5
CC(=O)Nc1ccc(-c2nc3c(C)cccc3[nH]2)cc1	.	88.0
O=c1cc(N2CCN(c3ccccc3)CC2)[nH]c(=O)n1Cc1ccc(F)cc1	1.4	78.2
Cc1nnc(SC(C)C(=O)Nc2ccc(Cl)cn2)n1Cc1ccccc1 (stereo unspecified)	12.5	84.0
O=C(CSc1nnnn1-c1ccccc1)c1ccc(-c2ccccc2)cc1	6.2	.
CCOC(=O)Cc1csc(NC(=O)CSc2nnc(-c3ccc(OC)cc3)n2C)n1	7.3	101.5
O=[N+]([O-])c1cccc(C2SCCN2S(=O)(=O)c2ccc(Br)cc2)c1 (stereo unspecified)	.	58.0
COc1ccc(N2CCN(C3CC(=O)NC3=O)CC2)cc1 (stereo unspecified)	2.8	96.8
CC1=CC(C)(C)Nc2ccc(OC(=O)C(C)N3C(=O)c4ccccc4C3=O)cc21 (stereo unspecified)	-3.8	.
O=C(NCC1CCCO1)c1cc2ccccc2oc1=O (stereo unspecified)	-8.0	.
O=C(CC(C(=O)O)C1CCCO1)NCc1ccccc1 (stereo unspecified)	2.9&7.5	92.6
Cc1cc(C)n(-c2cc(C)c(C)cc2Br)n1	-1.7	101.5
CCOC(=O)Cc1nnc(NC(=O)CSc2ccccc2)s1	2.8	97.0
O=C(NCCc1ccccn1)C1CCCN(S(=O)(=O)Cc2ccccc2)C1 (stereo unspecified)	9.8	96.8
O=C1c2cccc3cccc(c23)C(=O)N1/N=C/c1ccccc1O	2.3	.
c1ccc(Cn2c(Sc3nnnn3-c3ccccc3)nnc2-c2ccccc2)cc1	6.1	136.9
CCOc1ccc(Nc2ncnc3c2oc2ccccc23)cc1	-0.6	.
O=C(Cn1nc(Cl)nc1Cl)Nc1ccccc1	-4.7	89.5
O=S(=O)(NCC(c1cccnc1)N1CCN(c2ccc(F)cc2)CC1)c1ccc(F)cc1 (stereo unspecified)	-2.6	96.2
CC(=O)Nc1ccc(C(=O)N2CCc3ccccc3C2)cc1	7.1	.
CCN1C(=O)/C(=C/c2nc3ccccc3c(=O)n2-c2cccc(OC)c2)c2ccccc21	-3.3	.
Cc1cc(Br)ccc1N1C(=O)c2ccc(-c3nc4ccccc4c(=O)o3)cc2C1=O	-0.6	.
Cc1csc(NC(=O)C(NS(=O)(=O)c2ccc(Br)s2)c2ccccc2)n1 (stereo unspecified)	6.2	62.4
COc1cc2nc(C3CCC3)n(NC(=O)C3CCCC(OC)C3)c(=O)c2cc1OC (stereo unspecified)	13.4	111.8
COc1ccc(C)cc1S(=O)(=O)N1CCCC(C(=O)NCC2CCCO2)C1 (stereo unspecified)	12.2	106.0
Cc1c(C(=O)N2CCN(c3ncccn3)CC2)sc2nc3n(c(=O)c12)CCCC3	3.4	98.2
COCCn1c(C)cc(C(=O)CSc2nc(C)nc3sc4c(c23)CCC4)c1C	-3.7	70.0
CC(C)OC(=O)C1C(=O)CC(C)(O)C(C(=O)OC(C)C)C1c1cccc(F)c1 (stereo unspecified)	-3.2	.
O=c1[nH]c(=O)n(-c2ccccc2F)c(O)c1C=NCc1ccccc1F	-1.8	.
COc1ccc(C(=O)/C=C(\N)C(F)(F)F)c(O)c1	-0.6	67.0
N#CC1=C(N)Oc2n[nH]c(-c3ccccc3)c2C1CCc1ccccc1 (stereo unspecified)	3.5	.
COc1ccc(CC(=O)N2CC3(C)CC2CC(C)(C)C3)cc1OC (stereo unspecified)	8.7	90.0
CCOC(=O)c1c(NC(=O)Oc2ccccc2)sc2c1CCC2	4.2	.
COc1ccc(CCNc2oc(COc3ccc(Br)cc3)nc2C#N)cc1OC	5.9	.
Cc1ccc(N2CC(C(=O)Nc3ccc4c(c3)OCCO4)CC2=O)cc1 (stereo unspecified)	3.6	67.4
Cc1cccc(NC(=O)COc2ccccc2C)n1	2.7	112.8
CCCn1c(=O)c(C(=O)Nc2ccccc2C(=O)OC)c(O)c2ccccc21	1.3	640.1
O=C(C1CCC(=O)N1Cc1ccccc1Cl)N1CCN(c2ccc(F)cc2)CC1 (stereo unspecified)	4.0	108.8
Cc1cc(C)c(C#N)c(SCC(=O)Nc2nnc(-c3ccccc3)s2)n1	-2.7	108.3
O=C(O)CCC(=O)Nc1cccc(NC(=O)c2ccc(Br)cc2)c1	.	168.2
Cc1cc(/C=C2/SC(=S)NC2=O)c(C)n1-c1cccnc1	6.2	.

Later entries.
SMILES	HePTP inhibitor	BAP1 inh
CC(C)(C)OC(=O)N1CC(O)CC1C(=O)OCC(=O)c1ccccc1 (stereo unspecified)	4.9	.
Nc1nc(CN2CCN(Cc3ccccc3)CC2)nc(Nc2ccc3c(c2)OCCO3)n1	9.6	109.3
COCCn1c(C)cc(C(=O)COC(=O)c2c(C)nn(Cc3ccccc3)c2C)c1C	-15.6	.
O=C1CC(c2ccccc2)n2nc(NC(=O)c3cccs3)nc2N1 (stereo unspecified)	8.2	64.7
Cc1ccc2c(c1)-c1c(ssc1=S)C(C)(C)N2C(=O)C(C)N1C(=O)c2ccccc2C1=O (stereo unspecified)	5.1	.
CCCc1cc(=O)[nH]c(SCC(=O)N2CCC(C(=O)OCC)CC2)n1	1.9	104.8
Cc1cc2nc(-c3ccc(NC(=S)NC(=O)c4ccco4)cc3)oc2cc1C	-0.7	.
O=C(c1ccccc1)N1N=C(C(F)(F)F)CC1(O)c1ccccc1 (stereo unspecified)	-9.8	.
COCCNC(=O)c1sc2cc(Cl)ccc2c1Cl	.	103.3
O=C(CSc1nnc(-c2ccco2)n1Cc1ccccc1)NC(=O)NCc1ccccc1	-3.5	84.1
Cc1ccc(S(=O)(=O)Nc2cc(C)c(O)c(Sc3nc4ccccc4s3)c2)cc1	-3.5	.
CCOc1ccc(NC(=O)C2C3CCC4C(CCC32)C4(Cl)Cl)cc1 (stereo unspecified)	2.5	.
CC(C)c1ccc(OCC(O)Cn2cnc3ccccc32)cc1 (stereo unspecified)	-9.7	78.6
CC(=O)N1CC=C2C(C#N)=C(N)C(C#N)(C#N)[C@H](c3ccoc3)[C@H]2C1	-7.3	118.5
Brc1ccc(-c2nnc(SCCCCOc3ccccc3)o2)cc1	-8.4	.
CCCn1c(SCC(=O)Nc2ccccc2C(=O)OCC)nc2c1c(=O)n(C)c(=O)n2C	1.2	108.8
COc1ccc(CCNC(=O)CSc2nnc(-c3cccc(F)c3)n2-c2ccccc2)cc1OC	2.5	.
O=C(CCS(=O)CCC(=O)NCc1ccccc1)NCc1ccccc1	-5.5	91.8
Cc1cc(C)n(C(=O)c2cccc(S(=O)(=O)N3CCCC3)c2)n1	0.8	62.4
O=c1oc2ccccc2n1Cc1ccccc1Cl	4.7	97.7
O=c1cc(C(F)(F)C(F)(F)F)c2cc3c4c(c2o1)CCCN4CCC3	-3.1	.
COc1ccc(CC(=O)O/N=C(\N)c2ccc(Br)cc2)cc1OC	3.5	.
CCCNC(=O)c1c(-c2ccccc2)noc1C	-1.4	.
CC(C)CN1C(=O)/C(=C/c2c(F)cccc2Cl)SC1=S	-7.1	.
CN(C)C(=O)COc1ccc2c3c(c(=O)oc2c1)CCCC3	-11.1	.
CCN(CCC(=O)Nc1cc(OC)cc(OC)c1)Cc1ccccc1	5.1	103.6
CCN(CC)CCOC(=O)C1(C2CCCCC2)CCCCC1	11.2	104.8&86.0
Cn1c(COc2ccc3ccccc3c2)nnc1SCC(=O)O	-3.5	80.8
O=S(=O)(c1ccc2c(c1)OCCO2)N1CCCCCC1	-9.7	.
CCn1ccc(C(=O)Nc2ccc(S(=O)(=O)Nc3ccccc3OC)cc2)n1	2.6	115.2
CN(C)CCOC(=O)CCN1C(=O)/C(=C/c2ccc(Cl)cc2Cl)SC1=S	0.5	.
Cc1ccccc1CSc1nnc(C)c(=O)[nH]1	12.1	100.6
CN(C(=O)C1CCOC1)c1nnc(-c2cccnc2)s1 (stereo unspecified)	-9.0	116.4
COCCNC(=O)c1ccccc1-c1nc(-c2ccccc2Cl)no1	1.4	.
C=CCn1c(SCCC)nc2sc3c(c2c1=O)CCc1ccccc1-3	3.8	.
O=C(NCc1ccccc1)c1cc(=O)nc2sc(-c3ccccc3)nn12	5.7	76.3
O=C(Nc1ccc(-c2ccccc2)cc1)c1ccc(Br)cc1	0.1	.
CN(C)CCNCC12CC3CC(CC(C3)C1)C2	3.6	.
CCOC(=O)c1ccc(NC(=O)C2CN(S(=O)(=O)c3ccccc3)CCN2S(=O)(=O)c2ccccc2)cc1 (stereo unspecified)	3.4	.
CC(Sc1nncn1C)C(=O)Nc1nnc(C(C)C)s1 (stereo unspecified)	4.3	98.2
COc1ccc(OCCNc2cc(N3CCN(CCO)CC3)ccc2[N+](=O)[O-])cc1	-2.5	.
CCCCOc1ccc(-c2ccc(C(N)=O)cc2)cc1	-9.8	.
O=c1oc2ccccc2c(O)c1/C=N/c1ncccn1	8.0	75.9
CN(c1ccccc1)c1nc2ccsc2c(=O)s1	1.9	.
CCN(CC)CC(C)(C)NS(=O)(=O)c1ccc(Cl)cc1	8.6	121.8

Complete entries from above.
Record of `CC(Sc1nncn1C)C(=O)Nc1nnc(C(C)C)s1` (stereo unspecified) = HePTP inhibitor = 4.3; BAP1 inh = 98.2
Record of `CN(c1ccccc1)c1nc2ccsc2c(=O)s1` = HePTP inhibitor = 1.9; BAP1 inh = .

(listing goes on)
SMILES	HePTP inhibitor	BAP1 inh
Cc1nnc(SC(C)C(=O)NCC2CCCO2)n1-c1ccccc1 (stereo unspecified)	5.8	135.2
COc1ccc(N2C(=O)NC(=O)/C(=C/c3ccc(-c4ccc(F)cc4)o3)C2=O)cc1	-4.4	.
COCC(=O)Nc1ccc(Nc2ccccc2)cc1	-2.2	.
COc1cc(NC(=O)c2ccc([N+](=O)[O-])cc2)ccc1NC(=O)c1cc2ccccc2o1	0.7	.
CN1C(=O)/C(=C/c2ccc(OC(=O)c3ccco3)cc2)SC1=S	-2.8	.
CCOc1ccc(C2NC(=O)NC(C)=C2C(=O)OCCSCC)cc1 (stereo unspecified)	.	122.6
O=C(Nc1ccccc1O)c1ccc(C(=O)c2ccccc2)o1	-6.5	.
Cc1ccc(-c2n[nH]c(=O)c3ccccc23)cc1N	2.9	89.2
CCOc1cccc2sc(NC(=O)c3ccc(Br)s3)nc12	5.2	39.6*
Cc1cc(C)n(-c2ccc(C(=O)Nc3sccc3C(N)=O)cc2)n1	9.5	90.5
O=c1c2ccccc2nc(Cc2ccccc2)n1Nc1ccccc1	-2.8	.
NC(=O)c1c(NC(=O)CCc2ccccc2)sc2c1CCCCCC2	18.3	.
CSc1n[nH]c(NCc2cccs2)n1	0.1	81.0
CCCCc1cc2c(c(NC(C)=O)n1)c(=O)oc1ccccc12	6.3	72.4
NC(=O)CCn1nc(-c2ccc(Cl)cc2)c2ccccc2c1=O	13.0	110.1
CC(=O)c1ccc(N2CCN(C(=O)c3ccco3)CC2)c(F)c1	9.3	75.8
CC(=O)OCC(OC(C)=O)C(OC(C)=O)C(OC(C)=O)C(=O)Nc1ccccc1C (stereo unspecified)	-3.0	96.8
Cc1ccoc1C(=O)Nc1ccccc1	7.0	.
Cc1cc2cc(CN(Cc3ccc4c(c3)OCO4)Cc3nnnn3C3CCCC3)c(=O)[nH]c2cc1C	6.6	94.2
O=C(CSc1nnc(Cc2ccccc2)n1C1CCCCC1)N1CCOCC1	-1.4	90.4
COc1ccc(-n2c(Cc3cccn3C)nnc2SCC(=O)Nc2cc(C)cc(C)c2)cc1	10.1	81.7
N#CC1=C(SCc2ccccc2)NC(=O)C(C#N)C12CCCCC2 (stereo unspecified)	-11.0	.

Reformatted with each value named: entries from further up.
> CC(=O)c1ccc(N2CCN(C(=O)c3ccco3)CC2)c(F)c1
  HePTP inhibitor: 9.3
  BAP1 inh: 75.8
> CC(=O)OCC(OC(C)=O)C(OC(C)=O)C(OC(C)=O)C(=O)Nc1ccccc1C (stereo unspecified)
  HePTP inhibitor: -3.0
  BAP1 inh: 96.8
> Cc1ccoc1C(=O)Nc1ccccc1
  HePTP inhibitor: 7.0
  BAP1 inh: .
> Cc1cc2cc(CN(Cc3ccc4c(c3)OCO4)Cc3nnnn3C3CCCC3)c(=O)[nH]c2cc1C
  HePTP inhibitor: 6.6
  BAP1 inh: 94.2
